High-throughput results: PubChem BioAssay, National Center for Advancing Translational Sciences (NCATS)
12-LOX inh – Primary qHTS assay for inhibitors of human arachidonate 12S-lipoxygenase (ALOX12): Round 2. purified 12hLO, xylenol orange hydroperoxide absorbance. Potency, µM (titrated, usually from 108 µM), for the others: at the top dose activity change, negative = inhibition, most hits filed as inhibitors. Polyunsaturated fatty acid lipoxygenase ALOX12 (Homo sapiens), P18054. AID 1671190, 2021. 580,000 tested, 1.1% active; active means well fitted inhibition curve with a large enough effect; inconclusive means small, poorly fitted or top-dose-only effect, or another doubt; inactive means no such curve, though single readings can be large or run the other way
Target sequence (P18054 whole entry, looked up): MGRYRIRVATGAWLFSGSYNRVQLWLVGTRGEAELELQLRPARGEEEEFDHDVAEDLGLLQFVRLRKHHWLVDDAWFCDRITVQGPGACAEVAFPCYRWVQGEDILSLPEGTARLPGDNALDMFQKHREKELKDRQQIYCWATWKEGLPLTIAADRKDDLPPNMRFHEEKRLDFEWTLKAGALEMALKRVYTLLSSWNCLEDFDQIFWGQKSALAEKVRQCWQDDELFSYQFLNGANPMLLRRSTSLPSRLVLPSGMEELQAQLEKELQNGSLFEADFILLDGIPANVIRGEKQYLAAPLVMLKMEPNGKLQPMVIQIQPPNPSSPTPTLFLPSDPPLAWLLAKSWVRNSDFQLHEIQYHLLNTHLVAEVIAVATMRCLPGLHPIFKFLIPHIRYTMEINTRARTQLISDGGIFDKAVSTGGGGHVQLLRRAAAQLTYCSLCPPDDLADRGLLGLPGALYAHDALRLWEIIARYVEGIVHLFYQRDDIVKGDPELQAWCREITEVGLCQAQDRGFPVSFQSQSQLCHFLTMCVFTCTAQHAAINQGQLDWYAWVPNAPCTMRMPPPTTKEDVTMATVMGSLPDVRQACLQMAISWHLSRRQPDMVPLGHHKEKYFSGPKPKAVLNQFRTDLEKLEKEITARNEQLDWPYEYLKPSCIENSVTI
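Hydroperoxide product was detected by ferrous iron/xylenol orange as the 573 to 405 nm absorbance ratio. Arachidonic acid at 40 uM (final) was turned over for 30 min at room temperature by 150 nM human 12hLO, pH 7.0 Hepes buffer, after 15 min compound preincubation.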
* = called active by the depositor; u = inconclusive; [ ] = dose if it differs, or a comment. On the % scale 0 is the no-effect control and ±100 the full control effect; potency means the concentration at half of the fitted maximal effect. Some of the compounds tested; rates above refer to the full screens.

canonical_smiles | 12-LOX inh
O=C(c1cnc2n[nH]c(-c3ccccc3)c2n1)N1CCN(c2ccccn2)CC1 | 14%[176 µM]
Cc1nc(C)c(C(=O)N2CCCCCCNC(=O)[C@@H]3CCC[C@@H]32)s1 | 30%
COc1ccc2[nH]cc(CN3CCC([C@H]4[C@@H](OC)C(=O)N4C(C)C)CC3)c2c1 | -1%
Cc1nc(-c2ccccc2C(C)C)nc(NCc2ccc(-c3cccnc3)cc2)c1C | u
Cn1cc(C(=O)NCC2CN(Cc3ccccc3)CC23CN(c2ccccc2)C3)cn1 (stereo unspecified) | 2%[176 µM]
Cc1nn(C(=O)CCC(=O)N2CCC(Cc3nncn3CC3CC3)CC2)c2ccccc12 | 21%
CCOc1cc(=O)n2c(c1C(=O)NCc1ccccc1F)CCCC2 | 4%
Cn1nccc1CN1CCCC2(C1)NC(=O)c1ccccc1O2 (stereo unspecified) | 19%[176 µM]
C=CCOc1cccc(-c2nnc(CCC(=O)NCCCOC)c(=O)[nH]2)c1 | 19%
Cn1ccc(C(=O)N2CC3ON=C(C(=O)NCCc4ccc(Cl)cc4)C3C2)n1 (stereo unspecified) | 3%[6.33 µM]

Next section.
canonical_smiles | 12-LOX inh
O=C1c2c(nc(CN3CCN(c4ccccn4)CC3)n2Cc2ccccc2)NCCN1CC1CC1 | 44%[activator]
O=C1CCN(C(=O)C2CCN(C(=O)c3cccnc3)CC2)CCCCCCN1 | 6%
CCC(NC(=O)Cn1nc(C)n(CCc2ccccc2)c1=O)c1ncnn1C (stereo unspecified) | -1%
O=C1c2cc(N3CCOCC3)nc(-c3cccnc3)c2CN1C1COC1 | -24%[176 µM]
CCOc1ccccc1NC(=O)N1CCCC(c2nc(-c3cnccn3)no2)CCNC(=O)CC1 (stereo unspecified) | 25%
COc1cc(CN2C[C@@H](CO)[C@H](C3CCN(C(C)=O)CC3)C2)ccc1F | 41%[activator]
COC1C(=O)N(C2CCN(C(=O)CCc3c[nH]c4ccccc34)CC2)C12CCOCC2 (stereo unspecified) | 19%
CC(C)[S+](=O)([O-])N1CCN(c2cc(Cl)ncn2)C(=O)C1 | 4%[6.33 µM]
O=C(CCC1CCCN(Cc2cn[nH]c2-c2ccc(F)cc2)C1)Nc1ccccc1F (stereo unspecified) | 12%
CCOC(=O)N1CCC(n2ccnc2-c2cc3n(n2)CCNC3)CC1 | 40%

(listing goes on)
canonical_smiles | 12-LOX inh
OC(c1ccccc1)(c1ccccc1)C1CCN(CCCOc2ccc(-c3ccncc3)cc2)CC1 | u
COc1cccc(C(=O)N2CCC(c3nc(C4CCOC4)no3)CC2)c1 (stereo unspecified) | -3%
O=C(c1cccc2[nH]ccc12)N1CCC(N2C(=O)C3(CCCCC3)C2c2ccncc2)CC1 (stereo unspecified) | 49%[activator]
CCc1nncn1C1CCN(C(=O)c2cc(-c3cccs3)[nH]n2)C1 (stereo unspecified) | -4%
CCn1ccc2sc(C)c(C(=O)O)c2c1=O | -1%
Cc1nc(CN2CCN(c3ncc(F)c(N(C)C)n3)CC2)cs1 | u
CN(C)S(=O)(=O)N1CCCC(c2nc(-c3ccccc3)no2)CCNC(=O)CC1 (stereo unspecified) | 7%
CC(=O)N1CCC([C@@H]2CN(C(=O)c3nccc4ccccc34)C[C@H]2CO)CC1 | 42%[activator]
O=C(NCc1cnccn1)c1nc(-c2ccccc2)cc2[nH]ccc12 | 0%[176 µM]
C[C@@H](NC(=O)Cc1ccccc1)c1c(-c2ccc(Cl)cc2)noc1C(=O)O | u

The listing continues:
canonical_smiles | 12-LOX inh
COCC(=O)N(C1CCOCC1)C1CCN(C(=O)Cc2ccccc2F)CC1 | 45%[activator]
CS(=O)(=O)N1CCC2(CC1)CN(C(=O)c1ccc(N)nc1)Cc1ccccc1O2 | 4%[6.33 µM]
C[S+](=O)([O-])N1Cc2ccccc2CC12CN(C(=O)Nc1ccccc1)C2 | 51%[activator]
O=C(c1ccc(Cl)cc1)N1CCn2c(nn(-c3ccncc3)c2=O)C1 | 10%[6.33 µM]
CO[C@@H]1CCOC[C@H]1NS(=O)(=O)c1cc(F)ccc1C | 13%
CC(C)N1CCCC2(CCN(S(=O)(=O)c3ccc(F)cc3F)C2)C1=O (stereo unspecified) | 34%[activator]
Cc1ncc2c(c1CNC(=O)c1ccccc1N1CCOCC1)CCNC2 | u
O=C(c1ccc(F)c(F)c1)N1CCC(n2cnnc2C2CC2)CC1 | 1%
CC(C)C[C@@H]1N[C@H](C(=O)O)Cc2cn(CC3CC3)c3cccc1c23 | 6%[176 µM]
O=C([C@H]1C[C@H](Oc2ccccc2)CN1C(=O)COc1ccccc1)N1CCOCC1 | 7%

(continued)
canonical_smiles | 12-LOX inh
O=C(c1cnc2ccccc2c1)N1CC[C@H](N2CCOCC2)[C@H](CCCO)C1 | 21%
Cc1ccc(C)c(NC(=O)N2CCC(n3cnnc3C3CC3)C2)c1 (stereo unspecified) | 6%
COc1ccc(NC(=O)Cn2c(N3CCN(c4ccccc4)CC3)nc(C)cc2=O)cc1OC | 0%
O=C(N[C@H](C(=O)N1CCC[C@H]1C(=O)NC1CCCC1)C1CCCCC1)C1CC1 | 7%
COc1ccc(C(=O)N2CCC3(CC2)OC(=O)N(Cc2csc(C)n2)C3(C)c2ccccc2)cn1 (stereo unspecified) | 19%
COc1ccc([C@H]2C[C@@H](O)[C@@H](O)[C@@H]2NC(=O)c2cc3ccccc3s2)cc1 | -11%[176 µM]
O=C(c1ccsc1)N1CCC2(CC1)CC(N(Cc1ccccc1)C1CC1)CCO2 (stereo unspecified) | 22%
CC1=C[C@@H](CNC(=O)CCCC(=O)O)[C@H](C(C)C)C[C@H]1Cc1nc2ccc(F)cc2[nH]1 | 6%[176 µM]
Cc1nc(-c2cn(C3CCCN(C(=O)C(C)Oc4ccc(Cl)cc4)C3)nn2)no1 (stereo unspecified) | 11%
COc1ccc(-n2nc(C3CCN([S+](=O)([O-])c4ccc(C)cc4)CC3)[nH]c2=O)cc1 | u

An excerpt of the results above, as a working copy:
canonical_smiles | 12-LOX inh
O=C(c1cnc2ccccc2c1)N1CC[C@H](N2CCOCC2)[C@H](CCCO)C1 | 21%
Cc1ccc(C)c(NC(=O)N2CCC(n3cnnc3C3CC3)C2)c1 (stereo unspecified) | 6%
COc1ccc(NC(=O)Cn2c(N3CCN(c4ccccc4)CC3)nc(C)cc2=O)cc1OC | 0%
O=C(N[C@H](C(=O)N1CCC[C@H]1C(=O)NC1CCCC1)C1CCCCC1)C1CC1 | 7%
COc1ccc(C(=O)N2CCC3(CC2)OC(=O)N(Cc2csc(C)n2)C3(C)c2ccccc2)cn1 (stereo unspecified) | 19%

Other records follow.
canonical_smiles | 12-LOX inh
Cc1ccsc1C(=O)NC1CCN(C(=O)N2CC3CC(C2)[C@H]2CCCC(=O)N2C3)CC1 (stereo partly specified) | 24%
O=C(c1ccc(Cl)s1)N1CCC(n2cnnc2C2CC2)CC1 | 22%
O=C1NCCCc2[nH]c(-c3cc(-c4cccc(F)c4)no3)nc21 | 116%[activator]
Cc1nc(-c2c3n(c(=O)n(CC(=O)Nc4ccc(C)c(F)c4)c2=O)CCCCC3)no1 | u
O=C(c1cccc(Cl)c1)N1CCn2c(nn(-c3ccc([N+](=O)[O-])cc3)c2=O)C1 | 9%
COc1ccccc1NC(=O)C1CC(=O)N(c2n[nH]c3cccc(F)c23)C1 (stereo unspecified) | 7%
N#Cc1ccc(S(=O)(=O)N2CCCC(CO)CCNC(=O)CC2)cc1 (stereo unspecified) | 34%
c1coc(-c2nc3ncccc3[nH]2)c1 | 55%[activator][176 µM]
O=C(CCC1CCN(C(=O)c2ccccc2F)CC1)NCC1CCCCC1 | 1%
CCc1ccc(CNC(=O)c2ccc(CN3C(=O)NC4(CCOCC4)C3=O)cc2)cc1 | 28%

(further entries)
canonical_smiles | 12-LOX inh
Cc1cnn(CCC(=O)N[C@@H]2CN(C3CCOCC3)C[C@H]2CN(C)C)c1 | 48%[activator]
Cc1cccc(Cl)c1NC(=O)N(C)c1ccccc1 | 1%
CCc1ccc(CN2CCOCC(CO)C2)nc1 (stereo unspecified) | 61%[activator]
O=C(c1cccc(F)c1)N1CCC2(CC1)N(CC1CC1)C(=O)CS2=O (stereo unspecified) | 26%
CN(C)c1ncc2c(n1)C(C)(C(=O)Nc1ccccc1)CCC2 (stereo unspecified) | 18%[176 µM]
COCCCNC(=O)c1cnc2c(c1)N(C(=O)Cc1ccc(C(C)C)cc1)CCC2 | 3%[176 µM]
CC(=O)N1CCC(NC2(Cc3cc(C(C)(C)O)on3)COC2)CC1 | 22%[176 µM]
O=C1C[C@@H]2CCN(C(=O)NC3CCCCC3)C[C@@H]2CCN1Cc1ccc2c(c1)OCO2 | 0%[176 µM]
NCc1cccc(-c2ccc(OC(F)(F)F)cc2)c1 | 1%[12.5 µM]
CN(C)[C@@H]1CN(Cc2ccc3[nH]ccc3c2)CC[C@@H]1CNC(=O)C1CC1 | 58%[activator]

(list continues)
canonical_smiles | 12-LOX inh
Cn1cc(-c2cnc(Nc3cncnc3)c3c2CCO3)cn1 | -2%[176 µM]
CN1CCN(C(=O)[C@@H]2CCC[C@@H](NC3CCOCC3)CN(C)C(=O)C2)CC1 | 1%[176 µM]
CN1CCCN(C(=O)CN2CCCc3nc(C4CC4)ncc3C2=O)CC1 | 24%
Cc1ccsc1CN(C)Cc1c(C)n(C)n(-c2ccccc2)c1=O | 2%
O=C(N[C@H]1CO[C@H]2[C@@H]1OC[C@@H]2Nc1nccc(-c2ccc(-c3ccccc3)cc2)n1)c1ccccc1 | 27%
CNC(=O)c1cn2c(n1)CN([S+](=O)([O-])c1cccc(C(F)(F)F)c1)CC2 | 7%[6.33 µM]
O=C1CC(c2ccccc2)N(C(=O)Cc2cccnc2)CCCCCCN1 (stereo unspecified) | 52%[activator]
Cc1cc(C)cc(C2(CNC(=O)C3NCCc4[nH]cnc43)CCCC2)c1 (stereo unspecified) | 89%[activator]
O=C(NCc1ccco1)C1CC(=O)N(c2n[nH]c3ccccc23)C1 (stereo unspecified) | 39%[activator]
CCCC(=O)NC1CCN(c2cnn(Cc3ccccc3)c(=O)c2)CC1 | 10%

(cont.)
canonical_smiles | 12-LOX inh
COc1ccc(CCC(=O)NCc2nnc3c(-c4nc(C)no4)cccn23)cc1 | 61%[activator]
CCN1CC(C(=O)NCc2noc(Cc3ccccc3)n2)CCC1=O (stereo unspecified) | 12%
CCCNc1cc(N2CCC(CCC(=O)N(C)CCc3ccncc3)CC2)ncn1 | 31%
COC[C@@H]1CN(C(=O)Cn2nc(C)cc2C)C[C@H]1c1nc(C2CC2)no1 | 42%[activator]
O=C(c1ccc2ncccc2c1)N1CCC2(CC1)Nc1ccccc1NC2=O | 8%
CN(C)[C@@H]1CO[C@H](CNC(=O)c2ccncc2)[C@H]1O | 46%[activator][176 µM]
COC(=O)c1ccc2nc(CO[C@H]3CN(C4CCC4)C[C@H]3F)[nH]c2c1 | 74%[activator][176 µM]
CC1(C(=O)NCc2ccncc2)CCCc2cnc(NCc3ccccc3)nc21 (stereo unspecified) | -15%[176 µM]
CC(C)(C)NC(=O)NCc1cc2n(n1)CCCN(C(=O)C1CCC1)C2 | 41%
CC1=C[C@@H](CN)[C@H](C(C)C)C[C@H]1Cc1nc2ccc(C)cc2[nH]1 | -2%[176 µM]

(cont.)
canonical_smiles | 12-LOX inh
COCc1nncn1C1CCN(S(=O)(=O)c2ccc(Cl)c(C)c2)CC1 | 41%[activator]
CCS(=O)(=O)N1CCCC(n2c(C)cnc2C2CC2)C1 (stereo unspecified) | 1%
CN1C[C@@H](NS(=O)(=O)c2ccccc2)C[C@H]1c1nc(-c2cnccn2)no1 | 2%[176 µM]
COCCNc1ncccc1-c1noc([C@@H]2CCCN2Cc2ccc(C(=O)O)cc2)n1 | 41%[activator][176 µM]
COc1cc(-c2onc(C)c2C(=O)NCc2ccc(F)cc2F)cc(OC)c1OC | 4%
O=C(O)Cn1nc2c(cc1=O)CCCC2 | -5%
CC(=O)c1ccc(NC(=O)Cn2c(-c3cnccn3)nc(C)c(C)c2=O)cc1 | 26%
Cc1nc(C)c(C(=O)N2CC3CC(C2)[C@H]2CCCC(=O)N2C3)s1 (stereo partly specified) | 20%
CCCCCCCCCCCCCCCCC | 7%[176 µM]
Cc1ccccc1Nc1cc2c(nc1-c1ccccc1)nc(C(=O)NCCN(C)C)n2C | u

(further entries)
canonical_smiles | 12-LOX inh
Cn1ncc(N2CCC(NC(=O)c3ccc4c(c3)OCO4)CC2)cc1=O | 1%
CC(C)N1C(=O)C2(CCCCC2)C1C(=O)NCCCN1CCCc2ccccc21 (stereo unspecified) | 411%[activator]
COc1cccc(NCc2nnc(C(=O)N3CCC[C@@H]3c3cccc(F)c3)n2-c2ccccc2)c1 | -17%
O=C(c1ccc2c(c1)OCO2)N1C[C@H]2[C@@H](c3ccccc31)[C@H](CO)N2C(=O)CC1CC1 | -60%
O=C(Cn1nc2c(cc1=O)CCCC2)N1CCSCC1 | 12%
CC(C)C(=O)N1CCC2(CC1)N(c1ccccc1)C(=O)CS2(=O)=O | 30%[activator]
O=C(NCCc1ccccc1)[C@@H]1C[C@@H](c2ccc(F)cc2)N([S+](=O)([O-])c2cccnc2)C1 | -16%
O=C(C1CC1)N1CCCC(c2nn(-c3ccc(F)cc3)c(=O)[nH]2)C1 (stereo unspecified) | 55%[activator][176 µM]
COc1ccc(C(=O)Nc2ccc3n(c2=O)C[C@H]2C[C@@H]3CN(C(=O)CCCC(=O)O)C2)cc1 | 51%[activator]
NC(=O)C1(C(=O)N2CCc3ncnc(N4CC=CC4)c3CC2)CC1 | 137%[activator]
Cc1nc(CCNc2nc(-c3ccccn3)nc3c2c(C)nn3C)no1 | 55%[activator]
Cc1cnc(CN2CC(C)(Cc3ccc4c(c3)OCO4)CCC2=O)cn1 (stereo unspecified) | 105%[activator]
CCCN(C)C(=O)CCc1ccc2c(c1)CN(S(C)(=O)=O)CCO2 | -4%
